High-throughput results (PubChem)
Rad51 HR inh: blocks human Rad51 in homologous recombination; inhibition, % at 10 µM; Q06609; hRad51 DNA strand exchange, fluorescence dequenching; 0.085% of 200,000 active;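 active = inhibition above 40% at the single screening dose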;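 also: 0% = DMSO control wells and 100% = blanks with heterologous ssDNA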
Target sequence (Q06609 whole entry, looked up): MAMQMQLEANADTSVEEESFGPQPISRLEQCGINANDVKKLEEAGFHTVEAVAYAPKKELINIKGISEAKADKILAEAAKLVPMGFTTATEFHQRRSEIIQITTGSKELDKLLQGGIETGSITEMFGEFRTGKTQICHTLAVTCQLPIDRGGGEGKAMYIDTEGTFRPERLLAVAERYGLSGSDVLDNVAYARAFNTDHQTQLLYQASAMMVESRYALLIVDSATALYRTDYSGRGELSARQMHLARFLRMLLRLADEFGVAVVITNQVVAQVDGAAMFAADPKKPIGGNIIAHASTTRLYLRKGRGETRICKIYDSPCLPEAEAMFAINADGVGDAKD
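Test system: preformed human Rad51 ssDNA filaments; also added: Donor/quencher-labelled 47-bp dsDNA substrate; doses: 10 µM final, single point; times: 37 °C 15-min filament assembly, 30-min compound preincubation, 15-min exchange; detection: FRET fluorescence dequenching, excitation 485 nm, emission 520 nm; read-out basis: Fluorescence-based percent inhibition, control- and blank-normalised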
TNF death inh: TNF-alpha cell death inhibition in Jurkat FADD-/- cells; Jurkat FADD-/- TNF necroptosis rescue, ATP luminescence, 24 h; 0 = TNF only, 100 = no-TNF cells; activation (protection from cell death), % at 10 µM; 0.068% of 220,000 active;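 active = activation, meaning protection from cell death, of at least 50% relative to plate controls; inactive = activation below 50%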;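 also: necroptosis triggered by 40 ng/mL TNF-alpha added together with compound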
Hck Nef HTS: inhibitors of human Hck kinase activated by Nef | 0.68% of 220,000 active | AID 463187 | Recombinant Hck-YEEI plus Nef, Z-Lyte FRET kinase assay | P08631 | inhibition, % at 20 µM;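 active = Hck-Nef kinase inhibition above about 50%, limit read from the data; inactive = inhibition below that limit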;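 also: 0% = DMSO with Hck plus Nef and 100% = Hck alone without Nef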
Target sequence (P08631 whole entry, looked up): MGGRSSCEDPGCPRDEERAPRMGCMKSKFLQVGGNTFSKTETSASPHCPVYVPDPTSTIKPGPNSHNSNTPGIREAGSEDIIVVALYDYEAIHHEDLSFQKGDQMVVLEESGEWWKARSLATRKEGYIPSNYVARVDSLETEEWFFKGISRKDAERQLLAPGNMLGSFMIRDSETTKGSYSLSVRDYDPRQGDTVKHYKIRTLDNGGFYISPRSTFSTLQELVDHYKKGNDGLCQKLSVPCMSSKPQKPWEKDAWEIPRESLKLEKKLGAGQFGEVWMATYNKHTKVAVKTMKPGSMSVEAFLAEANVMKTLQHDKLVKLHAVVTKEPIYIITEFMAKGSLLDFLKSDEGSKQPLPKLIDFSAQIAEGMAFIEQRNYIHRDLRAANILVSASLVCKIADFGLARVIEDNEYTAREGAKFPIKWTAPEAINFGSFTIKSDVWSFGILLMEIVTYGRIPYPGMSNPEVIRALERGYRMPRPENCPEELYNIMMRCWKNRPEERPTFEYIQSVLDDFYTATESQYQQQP
FXIIa inh 1536: inhibitors of human coagulation factor XIIa; P00748; purified FXIIa, Boc-QGR-AMC fluorogenic substrate, 2 h; inhibition, % at 5 µM; 0.3% of 220,000 active; in the data active = inhibition above about 40%;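 also: 0% = enzyme with no compound and 100% = blank without enzyme; many of its hits are not listed in these tables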
Cl transport mod: modulates chloride dependent transport by human KCC2. Q9H2X9. KCC2 cells, thallium flux FluoZin-2 fluorescence. B-score of Tl+ flux slope (higher = more flux/activation; lower = inhibition) at 10 µM. 2.2% of 190,000 active. AID 1456;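 active = thallium flux slope and its plate-corrected score both differing from the plate sample mean at a set confidence after two filtering rounds, in either direction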;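 also: slope of fluorescence scaled to starting intensity during 10 to 20 s after thallium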
KLK5 inh: blocks human kallikrein 5 protease activity | inhibition, % at 5 µM | AID 873 | 0.59% of 210,000 active | recombinant hK5, fluorogenic AMC substrate cleavage;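 active = inhibition of 40% or more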;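 also: 0% = enzyme controls without compound and 100% = no-enzyme blanks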
Target sequence (Q9Y337 67-293 limits assumed): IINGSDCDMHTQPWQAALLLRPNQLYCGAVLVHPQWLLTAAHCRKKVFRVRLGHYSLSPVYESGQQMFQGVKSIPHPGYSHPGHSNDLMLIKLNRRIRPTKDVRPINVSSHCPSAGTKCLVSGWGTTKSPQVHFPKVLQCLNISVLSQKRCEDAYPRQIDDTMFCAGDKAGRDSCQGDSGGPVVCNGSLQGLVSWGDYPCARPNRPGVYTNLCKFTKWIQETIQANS
Thrombin inh: thrombin (human) inhibition; alpha-thrombin, Boc-VPR-AMC fluorogenic substrate cleavage; inhibition, % at 5 µM; 0.26% of 220,000 active; AID 1046;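 active = inhibition at or above 40%; inactive = inhibition below 40%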;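 also: 0% = enzyme with no compound and 100% = wells without enzyme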
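System: Human alpha-thrombin protein | Medium: pH 7.5 Tris (50 mM) with NaCl 150 mM, Tween 20 0.05% | Times: Enzyme reaction carried out at room temperature | Detection: AMC fluorescence, 355/460 nm | Evaluation: Percent inhibition scaled between no-compound controls and no-enzyme blanks | Benchmarks: Enzyme without compound as high, wells lacking enzyme as low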
L929 necroptosis: L929 zVAD cell death inhibition; 0.38% of 220,000 active; viability rescue, % at 10 µM; L929 zVAD necroptosis rescue, ATP luminescence, 24 h; with zVAD 60 µM; AID 1377;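 active = activation, scaled between plate controls, above about 75%, limit read from the data; inactive = activation under that limit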;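 also: 0% = zVAD with DMSO and 100% = DMSO alone without zVAD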
FXIa inh: inhibitors of human coagulation factor XIa; inhibition, % at 5 µM; purified FXIa, Boc-Glu-Ala-Arg-AMC fluorogenic substrate; 0.14% of 220,000 active; AID 798; P03951;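 active = inhibition of at least 40%; inactive = inhibition below 40%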;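 also: fluorescence of freed AMC excited at 355 nm; 0% = enzyme without compound and 100% = no enzyme blank; many of its hits are not listed in these tables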
* marks the source's active call; other numbers are inactive results; nt = not tested or not shown. An excerpt, so the mix of outcomes need not match the whole.

SMILES | Rad51 HR inh | TNF death inh | Hck Nef HTS | FXIIa inh 1536 | Cl transport mod | KLK5 inh | Thrombin inh | L929 necroptosis | FXIa inh
CC(C)CC(NC(=O)c1cccc(Cl)c1)C(=O)O (stereo not drawn) | 8 | 0.1 | 5 | 7 | -0.16 | nt | -6 | 0.5 | -4
COc1ccc(NC(=O)c2c(C)oc3c2CCCC3)cc1 | 13 | -0.2 | 2 | 16 | 0.11 | -14 | -13 | -0.1 | 3
CO/N=C(/CNC(=O)c1cccc(Cl)c1)c1ccc(Cl)cc1 | nt | 1.0 | 2 | 22 | -0.93 | -8 | 0 | -0.1 | 7
Cc1ccc(C(=O)O/N=C2\CCCc3ccccc32)cc1 | 8 | -3.6 | 2 | 12 | -1.2 | 3 | 0 | 0.2 | 3
OCCC1CN(Cc2cccn2-c2ccccn2)CCN1C1CCCCC1 (stereo not drawn) | nt | -0.5 | 11 | 9 | 0.73 | 9 | -2 | -0.6 | -5
Cc1c(N/C=C/C(=O)c2cccs2)c(=O)n(-c2ccccc2)n1C | -3 | -0.2 | 1 | 16 | -0.71 | -10 | 4 | 1.0 | 6
CN(CCc1cn[nH]c1)Cc1nc(C(c2ccccc2)c2ccccc2)no1 | 14 | 1.1 | 16 | -1 | nt | 8 | 2 | 1.4 | -5
COc1cccc(N=CC2=C(O)CC(C)(C)CC2=O)c1 | nt | -3.8 | -6 | 28 | -0.09 | -11 | 2 | nt | 22
C=CCn1c(=O)c2ccccc2n2c(SC(C)C(=O)Nc3nc(-c4ccccc4)cs3)nnc12 (stereo not drawn) | -5 | -1.7 | 1 | 13 | -0.29 | -16 | 2 | -0.3 | 7
CC1CN(C(=O)COC(=O)c2ccc(NC(=O)CC#N)cc2)CC(C)O1 (stereo not drawn) | -9 | 0.7 | 21 | 8 | 0.24 | 9 | -10 | 2.4 | 3
COc1ccc(NC(=O)C2C(c3ccccc3)C2(Cl)Cl)cc1 (stereo not drawn) | -3 | -0.3 | 10 | 7 | -1.8 | 1 | 0 | -0.1 | 8
COc1cc(OC)nc(Oc2ccccc2C(=O)Oc2ccc(Cl)cc2)n1 | -2 | -1.3 | 0 | -5 | -1.2 | -22 | -2 | -0.3 | -9
CC(C)Oc1cccc(C(=O)Nc2ccccc2N2CCOCC2)c1 | 0 | -0.5 | 0 | 22 | -8.5* | -14 | -5 | -0.6 | -1
Cc1ccc(N2C(=O)C(Cl)=C(Nc3c(C)n(C)n(-c4ccccc4)c3=O)C2=O)cc1 | 1 | -5.6 | 1 | 17 | -0.8 | -22 | -15 | 0.2 | -6
N#C/C(=C\c1ccncc1)c1nc2c(s1)CCCC2 | 1 | -6.6 | -14 | nt | 1.3 | -5 | -11 | -0.5 | -4
C(=N\NCc1ccccc1)/c1ccc2nccnc2c1 | nt | 0.7 | 68* | 7 | -1.6 | 1 | -7 | 0.7 | 1
Cc1ccccc1Nc1ccc(S(=O)(=O)N2CCOCC2)cc1[N+](=O)[O-] | 10 | 3.5 | 3 | 15 | 0.23 | -10 | -5 | 0.2 | 9
Cc1cc(Nc2ccc(F)c(F)c2)nc(-c2ccccc2O)n1 | -4 | 6.2 | 13 | 8 | 0.055 | -1 | -1 | -0.2 | -5
COc1ccc(CCN(C)C(=O)N2CCOCC2)cc1OC | -1 | -2.8 | 2 | -9 | nt | 0 | -4 | -0.2 | -9
Cc1cc(C)nc(SCc2nnc(SCC(=O)Nc3cc(C(F)(F)F)ccc3Cl)o2)n1 | -6 | 1.3 | 2 | 15 | -1 | -8 | 4 | 2.7 | 3
COC(=O)/C(=C\Nc1ccc(OC)cc1)NC(=O)c1ccc(Cl)cc1Cl | 7 | -1.5 | 0 | 20 | -0.28 | 6 | 8 | 0.9 | 5
CSCCC(C(=O)OCC(=O)c1ccc(C)c(C)c1)N1C(=O)c2ccccc2C1=O (stereo not drawn) | 12 | 1.7 | 0 | 9 | 0.46 | -9 | 3 | 0.4 | 2
O=C(CCc1nnc(CCc2c[nH]c3ccccc23)o1)NC1CCC1 | nt | 1.5 | -2 | 2 | -1.5 | -2 | -12 | 0.8 | 0
Nc1nc(NC(=O)c2cccc(S(=O)(=O)N3CCCCCC3)c2)nc(-c2ccccc2)n1 | 5 | 1.6 | 5 | -13 | nt | 2 | -5 | 2.4 | -10
O=C(Nc1nc(-c2ccc3ccccc3c2)cs1)C1CCN(S(=O)(=O)c2cccs2)CC1 | 6 | -1.0 | 0 | 14 | 0.74 | -8 | 0 | 0.0 | 4

(continued)
SMILES | Rad51 HR inh | TNF death inh | Hck Nef HTS | FXIIa inh 1536 | Cl transport mod | KLK5 inh | Thrombin inh | L929 necroptosis | FXIa inh
O=C(Nc1nnc(-c2ccccc2Cl)o1)c1cc2cc([N+](=O)[O-])ccc2s1 | -9 | 0.8 | 3 | 14 | 6.6* | -8 | 3 | 0.2 | 19
N#C/C(=C\c1ccc(-c2ccccc2)cc1)c1nc(-c2ccco2)cs1 | -22 | 1.4 | 23 | 6 | 0.11 | -11 | -5 | 0.8 | 1
O=C1/C(=C\c2ccc(-c3ccccc3[N+](=O)[O-])o2)C(c2ccccc2)=NN1c1ccccc1 | -3 | -2.4 | 1 | 3 | -0.085 | -6 | -1 | 0.5 | 0
CC(C)Cn1c(/C=N/Nc2nc3ccccc3[nH]2)nc2ccccc21 | -9 | -6.5 | 3 | 13 | -0.14 | -67 | -2 | 40 | 5
Cc1ccc(N2C(=O)NC(C(F)(F)F)(C(F)(F)F)C3=C2CC(C)(C)CC3=O)cc1 | 0 | 1.0 | 0 | 0 | 0.68 | -20 | -12 | 0.5 | -4
O=C1CCSc2ccc(Cl)cc2N1Cc1ccccc1 | -6 | -3.2 | 1 | 9 | nt | -1 | -4 | -0.3 | -4
Cc1ccc(C)c(S(=O)(=O)N2CCN(CC(=O)NC(=O)NCc3ccccc3)CC2)c1 | -15 | 0.0 | 6 | 10 | nt | -7 | 2 | 0.8 | -5
CCNc1nc(NOC)nc(OCC#N)n1 | nt | 1.8 | 4 | 5 | -0.063 | -18 | -4 | -0.2 | 8
CC(=O)Nc1cccc(OCC(=O)NS(=O)(=O)c2ccc(Cl)cc2)c1 | 6 | -0.5 | -1 | 5 | nt | 2 | -3 | -0.2 | -16
O=C(/C=C/c1ccncc1)c1cc(Cl)ccc1O | 13 | -0.6 | -4 | 8 | 0.8 | 1 | 0 | 0.4 | 1
COC(=O)C1CCN(CC(=O)Nc2sc3c(c2C#N)CCC3)CC1 | -9 | -0.8 | 1 | 12 | -0.24 | -19 | 5 | 0.2 | -1
CCc1cccc(C)c1NC(=S)NCC(c1cccnc1)N1CCOCC1 (stereo not drawn) | -1 | 3.9 | 0 | 0 | 0.95 | -5 | -7 | 1.0 | -2
CC(Sc1nnc(-c2ccc(C(C)(C)C)cc2)n1C)C(N)=O (stereo not drawn) | -6 | 1.1 | -3 | 17 | -0.13 | -9 | 3 | 1.0 | 6
O=C(CCc1nc2ccccc2[nH]c1=O)OCC(=O)c1ccc(Cl)cc1 | 5 | 0.9 | 8 | 16 | -0.22 | 13 | 11 | -0.5 | 11
O=C(Cc1ccccc1)NN1C(=O)C2C3C=CC(C4CC34)C2C1=O (stereo not drawn) | -4 | 2.0 | 1 | 2 | 0.0075 | -18 | -9 | 1.3 | -6
N#Cc1c(-c2ccc3c(c2)OCO3)ccn2nc(-c3cccc(C(F)(F)F)c3)nc12 | 5 | -2.9 | 5 | 10 | nt | -110 | -1 | 7.8 | 2
CCN1C(=O)CSC1=NC12CC3CC(CC(C3)C1)C2 | -5 | -0.3 | -16 | 16 | -0.58 | -20 | -14 | -0.1 | -9
COc1ccc(-c2nc3c(-c4ccc(Cl)cc4)cnn3cc2C)cc1F | nt | 11 | -16 | 1 | -0.015 | nt | -9 | 0.8 | -2
COc1cccc(CC2(CO)CCCN(Cc3ccc4c(c3)OCCO4)C2)c1 (stereo not drawn) | -8 | -1.3 | 4 | 9 | nt | nt | 2 | 1.0 | 5
COc1ccc(C2=NOC(COC(=O)c3ccc4ccccc4n3)C2)cc1 (stereo not drawn) | 10 | 1.3 | 3 | 8 | -0.86 | -6 | -6 | 1.5 | 1
O=C1CC(N2CCN(C/C=C/c3ccccc3)CC2)C(=O)N1CCc1ccccc1 (stereo not drawn) | -3 | -2.5 | 4 | 16 | nt | -8 | 4 | -0.2 | 7
CCCCN1C(=O)C2NN=C(C(=O)OC)C2C1=O (stereo not drawn) | -4 | 2.6 | -11 | 14 | 1 | 4 | 6 | 0.2 | 5
COC(=O)c1cc(NC(=S)N2CCN(c3ccccn3)CC2)cc(C(=O)OC)c1 | -11 | -1.9 | -2 | 8 | -0.39 | -8 | -3 | 0.3 | -4
Cc1ccc(S(=O)(=O)CCC(=O)NCc2ccccc2Cl)cc1 | -11 | 3.6 | 3 | 5 | 0.34 | -16 | 0 | 0.4 | 5
Cc1nc(NS(=O)(=O)c2ccc(Cl)s2)c2c3c(sc2n1)CCCC3 | nt | 2.1 | 26 | 3 | -3.1 | 0 | -2 | 0.9 | -3
CCCn1nc(C(=O)OCC(=O)Nc2ncc(Cl)c(C)c2Cl)c2ccccc2c1=O | 11 | 1.6 | 0 | 10 | -2.6 | 9 | -3 | 1.4 | 1
CCOc1ccccc1C(=O)NC1CC2CCCC(C1)N2Cc1ccccc1 (stereo not drawn) | -4 | 1.1 | 5 | 11 | -1.4 | -8 | 1 | 0.6 | 1
Cc1ccc(OCC(=O)Nc2ccc(S(=O)(=O)Nc3ccccn3)cc2)cc1C | nt | 0.0 | 13 | 7 | 0.57 | 2 | -5 | 0.9 | 1

Five of the entries above in order of the FXIa inh value, falling.
canonical_smiles | FXIa inh
CCNc1nc(NOC)nc(OCC#N)n1 | 8
CC(Sc1nnc(-c2ccc(C(C)(C)C)cc2)n1C)C(N)=O (stereo not drawn) | 6
Cc1ccc(S(=O)(=O)CCC(=O)NCc2ccccc2Cl)cc1 | 5
COc1ccc(C2=NOC(COC(=O)c3ccc4ccccc4n3)C2)cc1 (stereo not drawn) | 1
Cc1ccc(C)c(S(=O)(=O)N2CCN(CC(=O)NC(=O)NCc3ccccc3)CC2)c1 | -5

Cl transport mod: hit marks shown above
canonical_smiles,Hck Nef HTS,FXIIa inh 1536,Cl transport mod,KLK5 inh,Thrombin inh,FXIa inh
CC(C)Oc1cccc(C(=O)Nc2ccccc2N2CCOCC2)c1,0,22,-8.5*,-14,-5,-1
O=C(Nc1nnc(-c2ccccc2Cl)o1)c1cc2cc([N+](=O)[O-])ccc2s1,3,14,6.6*,-8,3,19

Entries of single compounds as entered above:
`CCCn1nc(C(=O)OCC(=O)Nc2ncc(Cl)c(C)c2Cl)c2ccccc2c1=O` is listed as Rad51 HR inh: 11; TNF death inh: 1.6; Hck Nef HTS: 0; FXIIa inh 1536: 10; Cl transport mod: -2.6; KLK5 inh: 9; Thrombin inh: -3; L929 necroptosis: 1.4; FXIa inh: 1
`Cc1ccc(C)c(S(=O)(=O)N2CCN(CC(=O)NC(=O)NCc3ccccc3)CC2)c1` is listed as Rad51 HR inh: -15; TNF death inh: 0.0; Hck Nef HTS: 6; FXIIa inh 1536: 10; Cl transport mod: nt; KLK5 inh: -7; Thrombin inh: 2; L929 necroptosis: 0.8; FXIa inh: -5
